Screening results: PubChem BioAssay, National Center for Advancing Translational Sciences (NCATS)
EPAC1 antag: qHTS for Antagonist of cAMP-regulated guanine nucleotide exchange factor 3 (EPAC1): primary screen; Rap guanine nucleotide exchange factor 3 (Homo sapiens), O95398; Potency, µM (doses to about 115 µM), without a hit: at the top dose activity change, negative = inhibition, actives largely listed as inhibitors; EPAC1 GEF assay, Rap1b-BODIPY-GDP exchange fluorescence; 0.14% of 360,000 active;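 also: plate controls were vehicle for no effect and positive control for full effect; nearly all actives have a fitted effect of over 50% in size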
Target sequence (O95398 whole entry, looked up): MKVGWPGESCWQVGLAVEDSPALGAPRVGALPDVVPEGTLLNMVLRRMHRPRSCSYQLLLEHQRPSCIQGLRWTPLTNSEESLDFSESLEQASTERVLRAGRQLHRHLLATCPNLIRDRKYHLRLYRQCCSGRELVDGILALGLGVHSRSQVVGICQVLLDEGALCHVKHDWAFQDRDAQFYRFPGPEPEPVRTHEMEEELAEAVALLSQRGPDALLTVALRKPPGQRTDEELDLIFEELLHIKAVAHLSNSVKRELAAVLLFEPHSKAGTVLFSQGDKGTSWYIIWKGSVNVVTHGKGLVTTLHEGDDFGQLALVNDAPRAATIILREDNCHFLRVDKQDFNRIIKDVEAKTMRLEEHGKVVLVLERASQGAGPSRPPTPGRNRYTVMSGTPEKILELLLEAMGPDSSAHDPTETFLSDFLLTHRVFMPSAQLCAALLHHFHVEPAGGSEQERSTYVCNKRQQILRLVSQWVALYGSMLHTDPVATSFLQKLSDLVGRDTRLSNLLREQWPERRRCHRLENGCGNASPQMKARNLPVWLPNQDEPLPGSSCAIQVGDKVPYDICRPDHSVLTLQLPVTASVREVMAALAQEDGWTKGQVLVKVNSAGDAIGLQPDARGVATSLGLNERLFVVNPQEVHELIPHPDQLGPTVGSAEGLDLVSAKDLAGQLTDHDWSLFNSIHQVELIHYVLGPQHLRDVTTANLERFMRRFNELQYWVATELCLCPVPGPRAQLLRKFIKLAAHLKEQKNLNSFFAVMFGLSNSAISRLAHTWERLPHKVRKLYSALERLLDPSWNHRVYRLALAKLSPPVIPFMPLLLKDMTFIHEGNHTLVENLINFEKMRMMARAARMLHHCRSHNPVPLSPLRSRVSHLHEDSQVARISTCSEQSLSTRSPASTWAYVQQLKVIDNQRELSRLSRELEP
EPAC2 antag: qHTS for Antagonist of cAMP-regulated guanine nucleotide exchange factor 2 (EPAC2): primary screen | EPAC2 GEF exchange of Rap1B-BODIPY-GDP, fluorescence | Potency, µM (doses to about 114 µM), for inactives: at the highest dose activity, negative = inhibition, hits mostly inhibitors | AID 720708, 2013 | 0.18% of 360,000 active; also: % is scaled to controls: 0 for no effect and ±100 for the full control effect; nearly all actives have a fitted effect of over 45% in size; many of its hits are not listed in these tables
EPAC2 ag: qHTS for Agonist of cAMP-regulated guanine nucleotide exchange factor 4 (EPAC2): primary screen; Rap guanine nucleotide exchange factor 4 (Homo sapiens), Q8WZA2; EPAC2 activation, biochemical qHTS; response scale: 100% = 6.5 mM cAMP response; Potency, µM (doses to about 154 µM), for inactives: top-dose activation, hits mostly activators; 0.079% of 360,000 active; also: nearly all actives have a fitted effect of over 50% in size
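Exchange assay: 100 nM EPAC2 with 250 nM Rap1B-BODIPY-GDP and 50 uM GDP. Fluorescence (ex 480/em 540 nm) read every 5 min for 30 min at room temperature. Data normalized to 6.5 mM cAMP as agonist control.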
EPAC1 agonist: qHTS for Agonist of cAMP-regulated guanine nucleotide exchange factor 3 (EPAC1): primary screen; Potency, µM (series often up to 154 µM), inactives show at the top dose activation, actives largely listed as activators; Rap guanine nucleotide exchange factor 3 (Homo sapiens), O95398; 0.073% of 360,000 active; EPAC1 agonist qHTS, biochemical assay; response scale: 100% = response to 6.5 mM cAMP; also: nearly all actives have a fitted effect of over 60% in size
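Read-out is the fluorescence drop as BODIPY-GDP leaves Rap1B (480 nm excitation, 540 nm emission), recorded every 5 minutes over 30 minutes. Reactions held 100 nM EPAC1, 250 nM Rap1B–BODIPY-GDP and 50 uM GDP, with 6.5 mM cAMP setting full activation.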
PTHR1 agonist: qHTS for PTHR1 Agonists: Primary Screen | HEK293 GP2 PTHR1 cells, GloSensor cAMP luminescence, 1 h | 0.075% of 410,000 active | Potency, µM (top dose mostly 115 µM), for the others: top-dose activation, hits mostly activators | Parathyroid hormone/parathyroid hormone-related peptide receptor (Homo sapiens), Q03431 | AID 743266, 2014; also: nearly all actives have a fitted effect of over 55% in size; some results filed as inactive show a strong effect at the top dose; inactives centre near -15; many of its hits are not listed in these tables
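HEK-293-derived GP2 cells expressing PTHR1 and a GloSensor cAMP reporter, 3,000/well, plated overnight, given luciferin plus IBMX (each 0.5 mM as added) for 1 h at 37 °C, then compound for 1 h at 37 °C. Luminescence was read after 15 min at room temperature.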
aSyn yeast inh: qHTS of alpha-syn Inhibitors. Potency, µM (titrated, usually from 46.1 µM), without a hit: top-dose growth rescue (activation), most hits filed as activators. AID 652106, 2013. 0.14% of 370,000 active. Yeast expressing alpha-synuclein, growth rescue, BacTiter-Glo, 24 h; also: % of control where 0% means no effect; nearly all actives have a fitted effect of over 65% in size
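Galactose-induced alpha-syn yeast (OD600=0.02, raffinose-pregrown) + pinned cpd, 24 hr, 30 deg C; growth by BacTiter-Glo luminescence. Growth restoration scores as activation.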
FUS suppressor: qHTS for Suppressors of FUS Proteinopathy: Primary screen using FUS-linked yeast assay; S. cerevisiae FUS-expressing, growth rescue, OD600, 24 h; Potency, µM (doses to about 76.6 µM), inactives show at the top dose growth rescue (activation), actives largely listed as activators; 0.24% of 390,000 active; AID 1347120, 2019;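 also: plate controls were DMSO vehicle for no effect and reference control for full effect; nearly all actives have a fitted effect of over 55% in size; some results filed as inactive show a strong effect at the top dose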
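Restored growth of FUS-toxic S. cerevisiae, read as 600 nm absorbance after 24 h at 30C in galactose medium (starting OD 0.005). Controls CP55940 and DMSO.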
TDP43 rescue: qHTS of TDP-43 Inhibitors. 1.8% of 410,000 active. AID 652104, 2013. Potency, µM (titrated, usually from 46.1 µM), inactives show at the highest dose growth rescue (activation), usual class: activators. TDP-43 expressing yeast growth rescue, BacTiter-Glo, 24 h; also: % of control where 0% means no effect; nearly all actives have a fitted effect of over 50% in size
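In this qHTS, compounds that restore growth of yeast expressing TDP-43 appear as activators. Cells (OD600=0.02, galactose medium, raffinose-pregrown) are incubated with compound 24 hr at 30 deg C and growth is quantified by BacTiter-Glo.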
* = called active by the depositor; i = inactive; ? = inconclusive; / = not tested or not shown; & = joins results of further samples; [ ] = remark or other dose. Calls follow the shape of the dose curve; as a rule, active = well fitted curve in the direction sought with a large enough effect; inconclusive = small, poorly fitted or top-dose-only effect, or another doubt; inactive = no such curve, though single readings can be large; an effect the other way counts as inactive or inconclusive. Potency is read from the fitted curve at half-maximal effect. The list is partial. The share of hits here may be higher or lower than overall.

SMILES | EPAC1 antag | EPAC2 antag | EPAC2 ag | EPAC1 agonist | PTHR1 agonist | aSyn yeast inh | FUS suppressor | TDP43 rescue
COc1ccc(C(CC(=O)NCCCN2CCOCC2)NS(=O)(=O)c2ccc(C)cc2)cc1 (stereo not drawn) | -2% | 3% | 8% | 8% | i | -3% | -42% | 5%
O=C(CO/N=C/c1ccc2c(c1)OCO2)Nc1cccc(Br)c1 | 0% | -4% | 11% | 20% | -3% | -3% | 12% | 0%
CCc1ccc(N2C(=O)CN(Cc3ccc(OC)c(OC)c3)C2=S)cc1 | 9% | -9% | -3% | 2% | i | -6% | 5% | 20%
COc1ccc2nc(NC(=O)C3CC(=O)N(c4ccc5c(c4)OCCO5)C3)sc2c1 (stereo not drawn) | -17% | -1% | 8% | 5% | i | 2% | ? | 14%
COC(=O)c1ccccc1OCCCOc1ccc(C=O)cc1OC | -18% | 0% | 8% | -1% | -40%[inhibitor][57.5 µM] | -7% | -8% | -4%
Cc1cccc(NS(=O)(=O)c2csc(C(N)=O)c2)c1C | 7% | -6% | 3% | 6% | -1% | -4% | 6% | 0%
Cc1ccccc1OCCNc1cc(N2CCN(CCO)CC2)ccc1[N+](=O)[O-] | -6% | -13% | -4% | 7% | -6% | 1% | -15% | 8%
CCc1ccc(/C(C)=N/NC(=O)C(O)c2ccccc2)s1 (stereo not drawn) | 10% | 0% | 6% | 2% | i | 2% | -12% | 8%
CSc1nc(N(C)C)nc(N(C)C#N)n1 | -19% | 0% | 7% | 1% | ? | -3% | 6% | -4%
CCCCNS(=O)(=O)c1ccc(NC(=O)Cc2ccc(OC)cc2)cc1 | -5% | 32%[activator] | -18% | -6% | -28% | 4% | 12% | -7%[1.82 µM]
O=[N+]([O-])c1ccc(SCc2ccncc2)nc1 | 5% | -12% | -1% | -14% | -25% | -14% | -31% | 12%
O=C(Cc1c[nH]c2ccccc12)NCc1ccc(Cl)cc1 | -5% | -1% | 7% | 2% | i | 17% | -27% | 26%
CC(C)c1c(C(=O)N/N=C/c2cccc(OCc3ccccc3)c2)nnn1-c1nonc1N | -12% | 1% | 6% | 10% | -12% | 0% | 38% | 29%
C=CCn1c(=O)c(C(=O)Nc2ccccc2C)c(O)c2ccccc21 | -12% | -4% | 9% | 4% | -11% | -14% | -10% | -16%
O=C(CSc1nnc(-c2cccnc2)o1)OC1CCCCC1 | 10% | 6% | -11% | -2% | i | 9% | -3% | 0%

5 entries picked at random from the list so far:
SMILES | EPAC1 antag | EPAC2 antag | EPAC2 ag | EPAC1 agonist | PTHR1 agonist | aSyn yeast inh | FUS suppressor | TDP43 rescue
COc1ccc2nc(NC(=O)C3CC(=O)N(c4ccc5c(c4)OCCO5)C3)sc2c1 (stereo not drawn) | -17% | -1% | 8% | 5% | i | 2% | ? | 14%
Cc1ccccc1OCCNc1cc(N2CCN(CCO)CC2)ccc1[N+](=O)[O-] | -6% | -13% | -4% | 7% | -6% | 1% | -15% | 8%
O=[N+]([O-])c1ccc(SCc2ccncc2)nc1 | 5% | -12% | -1% | -14% | -25% | -14% | -31% | 12%
CCc1ccc(/C(C)=N/NC(=O)C(O)c2ccccc2)s1 (stereo not drawn) | 10% | 0% | 6% | 2% | i | 2% | -12% | 8%
O=C(CSc1nnc(-c2cccnc2)o1)OC1CCCCC1 | 10% | 6% | -11% | -2% | i | 9% | -3% | 0%

Next section:
SMILES | EPAC1 antag | EPAC2 antag | EPAC2 ag | EPAC1 agonist | PTHR1 agonist | aSyn yeast inh | FUS suppressor | TDP43 rescue
O=C(Nc1ccccc1C(F)(F)F)c1c(F)cccc1Cl | -14% | 5% | 16% | 2% | i | -6% | -6% | 3%
CN1CCC(=C(c2ccccc2)c2ccc(Br)cc2)CC1 | 3% | -22% | 7% | 7% | i | -6% | 17% | -4%
Cc1ccc(S(=O)(=O)N2CCC(C)CC2)cc1 | 7% | 8% | 13% | 7% | -12% | -2% | -18% | 5%
CC(=O)c1cc(CCC(=O)NC2CCCCCC2)oc1C | 6% | 2% | 4% | 7% | 3% | -1% | 19% | -3%
COc1ccc(NC(=O)c2ccc(OCC3CCCO3)cc2)cc1OC (stereo not drawn) | -11% | 3% | 5% | 12% | -35%[inhibitor] | -5% | -8% | 27%
COC(=O)c1ccc(C)c(NC(=O)CCCN2C(=O)CN(C)C2=O)c1 | -5% | -2% | 3% | 7% | i | 4% | -16% | -8%
C[C@@H]1CN([C@H](C)CO)C(=O)CCCn2nncc2CO[C@@H]1CN(C)S(=O)(=O)c1cn(C)cn1 | -18% | 3% | 11% | -22% | -5% | 1% | -18% | 12%
S=C(Nc1cc(Cl)cc(Cl)c1)NC1CCN(Cc2ccccc2)CC1 | 3% | -2% | 1% | 4% | i | -10% | 5% | 12%
COc1ccc(NC(=S)NNC(=O)c2ccccc2OC(F)F)cc1 | -2% | -2% | 9% | -1% | i | 2% | 20% | 8%
Nc1c(C(=O)NC2CC2)sc2nc3c(c(-c4ccco4)c12)CC/C3=C/c1ccco1 | ? | 27% | 11% | -5% | -5% | 8% | ? | 9%
C=CCn1c(SCC(=O)/C(C#N)=C(\C)N)nc2sc(CC)cc2c1=O | -9%&-21% | 3%&7% | -2%&-12% | -13%&-7% | -23%&-41% | -5%&-11% | 7% | 7%&0%
COC(=O)c1sccc1NC(=S)Nc1ccc(C)cc1 | -15% | 1% | 1% | 1% | i | 7% | -15% | 0%
O=C(C[C@@H]1C/C=C\C[C@H](NC(=O)OCC2c3ccccc3-c3ccccc32)C(=O)OC[C@H]2CCCN2C1=O)N[C@@H](CO)Cc1ccccc1 | -6% | -10% | 11% | -5% | -24% | 7% | 38% | 22%
CCN(CC(=O)Nc1ccc(NC(C)=O)cc1)C(=O)COc1ccc(C(=O)c2ccccc2)cc1 | -20% | -9% | -7% | 6% | -92%[inhibitor] | 0% | / | 25%
COc1cc(OC)c(OC)cc1CNC(=O)CCN1C(=O)c2cccc([N+](=O)[O-])c2C1=O | 11% | -6% | 0% | -3% | i | 5% | 22% | 0%
O=C1C2C3C=CC(O3)C2C(=O)N1Nc1ccccc1 (stereo not drawn) | 16% | 5% | 8% | 10% | i | -9% | -4% | -2%
CC(Sc1ccsc1[N+](=O)[O-])C(=O)N1CCN(c2ccccn2)CC1 (stereo not drawn) | 0% | 7% | 4% | -4% | -13% | 1% | 17% | 10%
O=C(c1cc2ccccc2oc1=O)N1CCN(CCc2ccccc2)CC1 | 2% | 10% | 0% | 2% | -16%[57.5 µM] | -11% | 23% | 0%
COc1ccccc1N(CC(=O)NCc1ccc(F)cc1)C(=O)CCC(=O)Nc1ccccn1 | -15% | 7% | 12% | -1% | i | -4% | 22% | -21%
COCC1CCN(Cc2cn(C)nc2-c2cccc(Cl)c2)C1 (stereo not drawn) | -8% | -5% | 1% | 15% | i | 1% | -11% | -11%[9.22 µM]
Cn1c(COc2ccc(Cl)cc2)nc2ccccc2c1=O | ? | -1% | 15% | 13% | -8%[57.5 µM] | -15% | 11% | 7%
O=C(/C=C/c1c(Cl)nc2ccccn12)N1CCN(c2ccccc2F)CC1 | -5% | -16% | 5% | -3% | -9% | -1% | 14% | 17%
O=C(CSc1nc2ccccc2[nH]1)Nc1c(F)c(F)c(F)c(F)c1F | -22% | 2% | 5% | -7% | -53%[inhibitor] | -1% | -85% | 0%
O=C(Cc1ccccc1)Nc1ccc2c(c1)CCC2 | 1% | -16% | -4% | -2% | -35% | 1% | -11% | 14%
Cc1ccc(Nc2nc(-c3cccnc3)nc3ccccc23)cc1 | 0% | 2% | 3% | 6% | -21% | 4% | 35% | 18%
OC(Cn1cncn1)(c1ccc(F)cc1)c1ccc(Cl)cc1 (stereo not drawn) | 3% | -6% | 7% | 14% | -3% | 28% | -29% | ?
Cc1occc1C(=O)NNC(=O)CN1C(=O)NC(C)(c2ccccc2)C1=O (stereo not drawn) | 13% | -8% | -6% | 0% | -23% | -3% | 4% | 9%
O=C(NCC1CCCO1)c1ccc(CS(=O)(=O)c2ccc(Br)cc2)o1 (stereo not drawn) | -4% | 10% | 3% | -6% | -57%[inhibitor] | ? | -11% | 4%
CC(=O)C(Cc1ccccc1)NC(=O)COC(=O)c1cccc(C)c1[N+](=O)[O-] (stereo not drawn) | 4% | -3% | 3% | 4% | -5% | 2% | / | 7%
CCOc1ccccc1OCCCC(=O)ON=C(N)c1ccccc1 | -4% | 5% | 12% | 3% | i | 10% | 1% | 0%
CC1(C)CC(=O)C=C(Nc2cccc(F)c2)C1 | -12% | 0% | 2% | 15% | i | -9% | 4% | -19%
CC(Oc1ccc(Cl)cc1)C(=O)Nc1ccccc1C(=O)N1CCOCC1 (stereo not drawn) | 8% | 19% | -6% | -8% | i | 5% | 7% | 16%
O=C1OC(c2ccc(F)cc2)CC1CN1CCOCC1 (stereo not drawn) | -7% | 2% | 8% | 8% | -4% | -12% | -17% | 13%
CCCCOP(=O)(c1ccc(N(C)C)cc1)C(O)c1ccc(OC)cc1 (stereo not drawn) | -11% | 6% | 6% | 3% | -13% | -1% | 23% | -10%
COc1ccc(O)c(/C=N/NC(=O)c2cccc(N3CCCC3=O)c2)c1 | ? | 3% | 9% | 1% | i | 1% | 54% | -2%
COc1cccc(CC(NC(C)=O)C(=O)NC2CCN(C(=O)Nc3ccc(C)cc3)CC2)c1 (stereo not drawn) | 5% | 4% | 3% | 7% | i | 2% | -3% | 3%
CC1(C)Cc2ccccc2C(COc2ccccc2)=N1 | 7% | -3% | 17% | 6% | -3% | 1% | 19% | -8%
CC(C)Nc1nc(Cl)nc(NNC(=O)C(C)Oc2ccccc2)n1 (stereo not drawn) | 0% | 4% | -3% | 6% | i | -2% | 5% | 9%
CC(C)NC(=O)c1n[nH]c(=O)c2ccccc12 | 4% | -6% | -1% | 4% | i | 1% | 17% | 14%
CCc1nnc(NS(=O)(=O)c2ccc(NC(=O)c3ccccc3C)cc2)s1 | ? | -4% | 9% | 2% | -18% | -7% | 17% | -7%
